GLD-1 RNA inh: GLD-1-TGE RNA interaction inhibition (C. elegans); Q17339; purified GLD-1 + fluorescein TGE RNA, fluorescence polarization; inhibition, % at 5.96 µM; 320,000 compounds, 0.44% hits;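 active = percent inhibition above a per-plate cutoff, the plate mean of test compounds plus 3 SD, cut at about 30% in these data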;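 also: 0% = DMSO wells with GLD-1 and probe and 100% = wells lacking GLD-1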
PAFAH1B2 FP inh: inhibitors of human PAFAH1B2; P68402; recombinant PAFAH1B2, FP-rhodamine activity probe, fluorescence polarization; inhibition, % at 3.39 µM; 340,000 compounds, 1.2% hits;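 active = inhibition above the mean of all tested compounds plus 3 SD, cut at about 24% in these data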;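 also: 0% = enzyme with DMSO and 100% = wells lacking PAFAH1B2; many of its hits are not listed in these tables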
Target sequence (P68402 whole entry, looked up): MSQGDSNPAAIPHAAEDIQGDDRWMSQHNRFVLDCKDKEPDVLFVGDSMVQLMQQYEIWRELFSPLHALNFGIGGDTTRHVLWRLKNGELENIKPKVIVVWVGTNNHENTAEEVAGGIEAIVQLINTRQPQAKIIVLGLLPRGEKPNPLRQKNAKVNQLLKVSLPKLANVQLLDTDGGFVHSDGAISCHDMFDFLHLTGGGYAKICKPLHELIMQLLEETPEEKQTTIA
Bcl-xL primary: Bcl-xL (human) inhibition | Q07817 | inhibition, % at 10.9 µM | GST-Bcl-xL / FITC-Bim BH3 peptide fluorescence polarization | 320,000 compounds, 0.7% hits;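 active = inhibition above the mean of all tested compounds plus 3 SD, cutoff set per campaign, cut at about 30% in these data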;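 also: 0% = DMSO wells and 100% = unlabeled Bim-BH3 peptide competitor; inhibitors lower millipolarization by displacing the labeled peptide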
MCL1 BIM primary: disrupts human MCL1 binding to BIM-BH3 peptide | Q07820 | GST-MCL1 / FITC-Bim-BH3 fluorescence polarization | inhibition, % at 10.9 µM | 320,000 compounds, 0.68% hits;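 active = inhibition above the mean inhibition of all tested compounds plus 3 SD, set per campaign, cut at about 40% in these data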;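 also: 0% = DMSO wells and 100% = unlabeled Bim-BH3 peptide control; higher means more loss of mP so more displacement of Bim peptide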
MEX-5 binding: C. elegans MEX-5 TCR-2 RNA binding activity; Q9XUB2; MEX-5/FITC-TCR2 RNA binding, fluorescence polarization; hits give low values; activity score (negative = inhibition of binding), % at 10 µM; 300,000 compounds, 0.38% hits; AID 1832;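 active = inhibition past about -25% in most replicates, and total fluorescence under double the plate's negative control median, limit read from the data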;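 also: 0% = DMSO and -100% = 5 µM competing unlabeled TCR2 RNA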
pPAFAH FP inh: pPAFAH (human) enzyme inhibition. recombinant pPAFAH, FP-rhodamine probe fluorescence polarization. inhibition, % at 3.39 µM. 330,000 compounds, 1.5% hits. AID 463082. Q13093;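 active = inhibition above the mean inhibition across the screen plus 3 SD, cut at about 25% in these data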;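 also: inhibitors block binding of the rhodamine activity-based probe so polarization drops; 0% = enzyme with DMSO and 100% = wells lacking pPAFAH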
Target sequence (Q13093 whole entry, looked up): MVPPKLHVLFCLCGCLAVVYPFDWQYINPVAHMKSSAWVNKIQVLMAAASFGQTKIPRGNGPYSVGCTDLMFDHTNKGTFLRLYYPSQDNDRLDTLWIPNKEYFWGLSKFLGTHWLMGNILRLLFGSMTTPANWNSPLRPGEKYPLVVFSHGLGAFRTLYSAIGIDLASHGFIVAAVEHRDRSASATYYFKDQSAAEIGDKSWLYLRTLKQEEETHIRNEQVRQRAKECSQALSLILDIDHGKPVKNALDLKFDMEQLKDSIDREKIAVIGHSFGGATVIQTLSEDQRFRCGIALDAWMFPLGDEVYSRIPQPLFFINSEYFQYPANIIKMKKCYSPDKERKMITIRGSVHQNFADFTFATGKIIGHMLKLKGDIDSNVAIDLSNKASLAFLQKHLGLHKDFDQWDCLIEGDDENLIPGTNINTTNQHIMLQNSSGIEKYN
AHR act: activates the human aryl hydrocarbon receptor | AHR-responsive luciferase reporter cells, luminescence | activation, % at 5 µM | AID 2796 | 320,000 compounds, 2.5% hits | P35869; in the data active = activation above about 47%;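 also: 0% = vehicle wells and 100% = reference agonist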
PME-1 inh: PME-1 (human) inhibition; recombinant PME-1, FP-Rh probe fluorescence polarization; inhibition, % at 5.9 µM; AID 2130; 320,000 compounds, 0.53% hits;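 active = inhibition above the campaign mean of all compounds plus 3 SD, cut at about 26% in these data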;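 also: competitive labeling of PME-1 active site by serine hydrolase directed probe; 0% = PME-1 with DMSO and 100% = wells lacking PME-1 enzyme; inhibitors block probe labeling so polarization falls and inhibition rises; many of its hits are not listed in these tables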
Target sequence (Q9Y570 whole entry, looked up): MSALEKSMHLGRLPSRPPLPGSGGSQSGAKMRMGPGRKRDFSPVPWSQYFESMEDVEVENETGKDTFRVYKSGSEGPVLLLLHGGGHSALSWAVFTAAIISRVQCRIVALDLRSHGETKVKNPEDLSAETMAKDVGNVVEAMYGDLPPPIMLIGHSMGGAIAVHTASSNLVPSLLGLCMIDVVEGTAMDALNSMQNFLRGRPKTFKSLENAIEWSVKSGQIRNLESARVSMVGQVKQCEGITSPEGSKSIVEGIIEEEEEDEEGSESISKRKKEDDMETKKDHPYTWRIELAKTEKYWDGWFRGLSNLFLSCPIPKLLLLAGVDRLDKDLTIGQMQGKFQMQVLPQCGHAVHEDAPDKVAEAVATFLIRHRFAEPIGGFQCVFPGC
Fam108B counter: counter-screen for RBBP9 inhibitors: inhibitors of mouse Fam108B | recombinant Fam108B, FP-Rh probe fluorescence polarization | inhibition, % at 9.51 µM | 300,000 compounds, 0.33% hits | AID 1947;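 active = inhibition above the screen mean inhibition plus 3 SD, computed separately per campaign, cut at about 18% in these data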;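 also: inhibitors lower polarization as less probe binds the enzyme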
* = called active by the depositor; . = no result given; & = joins results of further samples. The list is partial, so the mix of outcomes need not match the whole.

Start of the data: the first two records (preview)
SMILES	GLD-1 RNA inh	PAFAH1B2 FP inh	Bcl-xL primary	MCL1 BIM primary	MEX-5 binding	pPAFAH FP inh	AHR act	PME-1 inh	Fam108B counter
CCN(CC)CCOC(=O)c1ccc(NC(=O)CNC(=O)C2CCCCC2)cc1	5	1	4	4	5.9	0	-1	3	0
CN(C)C(=O)c1ccc(Nc2nc(-c3cccs3)nc3ccccc23)cc1	4	7	-11	-17	0.6	-9	17	-11	-2

The list itself, from the first entry:
SMILES	GLD-1 RNA inh	PAFAH1B2 FP inh	Bcl-xL primary	MCL1 BIM primary	MEX-5 binding	pPAFAH FP inh	AHR act	PME-1 inh	Fam108B counter
CCN(CC)CCOC(=O)c1ccc(NC(=O)CNC(=O)C2CCCCC2)cc1	5	1	4	4	5.9	0	-1	3	0
CN(C)C(=O)c1ccc(Nc2nc(-c3cccs3)nc3ccccc23)cc1	4	7	-11	-17	0.6	-9	17	-11	-2
CCCC(=O)NC(c1ccccc1Cl)c1c(O)ccc2ccccc12 (stereo unspecified)	5	3	5	-2	1.1	-9	-2	61*	0
Cc1ccc2nc(/C(C#N)=C/c3ccc(-c4ccccc4C(=O)O)o3)[nH]c2c1	-102	9	-52	-102	22	-3	30	6	12
CN(C)CCCN(Cc1ccc2c(c1)OCO2)C(=O)NC1CCCCC1	-2	2	-2	1	-1.8	4	1	-1	3
NC(=O)NOCc1c(F)cccc1Cl	1	.	4	6	-0.6	1	1	-2	-2
CNCC[C@H](Oc1cccc2ccccc12)c1cccs1	3&-2	-3	-8&1	-9&-2	-0.9&1.2	7&-1	-3&1	1&4	-1&1
Cc1oc(/C=N/NS(=O)(=O)c2ccccc2)cc1Br	8	4	14	17	-0.1	-2	-2	0	2
Cc1c(C(=O)Nc2ccc(S(=O)(=O)Nc3ncccn3)cc2)oc2ccc(Cl)cc12	2	-3	8	3	1.3	5	-2	-1	-6
Nc1ccc2nn(-c3cc([N+](=O)[O-])ccc3O)nc2c1	5	-2	8	18	-0.8	10	22	7	8
COC(=O)Cc1[nH]c(Cl)nc1C(N)=O	2	.	4	-6	1.4	4	-3	-1	1
CC(=O)c1cccc(NC(=O)N2CC(C)OC(C)C2)c1 (stereo unspecified)	0	2	3	-2	2.8	0	3	-1	0
O=C(Nc1nnc(SCc2cccc3ccccc23)s1)C1COc2ccccc2O1 (stereo unspecified)	3	4	4	2	-0.5	3	1	-20	-14
O=C(CSc1nnc(-c2cccnc2)o1)Nc1ccccn1	-9	2	-10	-13	-1.4	-6	16	0	-9
Cc1ccc(Nc2nc(Cl)nc(NC3CCCCC3)n2)cc1	3	0	6	4	0.0	-1	44	-4	-6
Cc1cccc(-n2cc(CN3CCCN(C=O)CC3)c(-c3cccc(F)c3)n2)c1	-6	2	0	-5	0.7	10	6	5	0
CCn1c(=O)cc(SCC(=O)Nc2ccc3c(c2)OCO3)c2ccccc21	3	1	-4	-1	0.4	5	1	9	-1
CSc1nnc(Cn2c(=O)sc3ccccc32)n1CCc1ccccc1	2	3	1	0	-0.5	4	1	2	-1
Cc1cccc(CCNC(=O)CCc2nc(-c3ccccc3F)no2)c1	-4	0	4	10	-1.2	6	20	-2	6
CC1CCN(CCC(=O)Nc2ccc(Cl)cc2)CC1	0	3	5	3	-2.2	2	0	-4	6
Cn1nc(C(=O)NNC(=O)c2ccccc2F)c2ccccc2c1=O	5	1	.	.	.	1	-2	.	.
COc1cc(O)c(C(C)=O)c(CC(=O)O)c1	13	8	13	41*	-9.7	10	0	2	2
COc1ccccc1NC(=O)c1c(N=Cc2cccc([N+](=O)[O-])c2)cnn1C	-5	.	-4	3	-2.7	1	16	3	2
CCOc1ccc(C(O)c2nccn2C)cc1 (stereo unspecified)	4	-1	1	5	0.1	2	2	-4	0
COc1ccc(C(=O)N/C(=C/c2cccs2)C(=O)NC(C)(C)C)cc1OC	-2	3	3	0	1.8	0	2	1	-5
COc1cccc(-c2noc(N)c2C#N)c1	-2	-2	-5	-6	1.3	-2	2	1	2
CCCCCC1(C(=O)OCC)CC(CSC(=N)N)OC1=O (stereo unspecified)	5	5	2	7	0.3	-1	-1	2	-1
Cc1noc(NS(=O)(=O)c2ccc(NC(=O)Nc3ccc(Cl)c(Cl)c3)cc2)c1C	-5	14	16	12	-4.4	25*	8	51*	8
O=C(NCc1ccc(F)cc1)C(=O)NCC1OCCN1C(=O)c1ccc(Cl)cc1 (stereo unspecified)	5	1	-4	-12	-3.6	-3	-3	-4	1
CCCCn1c(N)c(N(CCC(C)C)C(=O)CCN2C(=O)C3CC=CCC3C2=O)c(=O)[nH]c1=O (stereo unspecified)	3	0	3	-1	-3.3	2	-1	0	1
CCOC(=O)C1CCN(c2c(NCCCN(C)C3CCCCC3)c(=O)c2=O)CC1	1	4	3	-1	0.0	-4	-4	5	4
Cc1nnc(NC(=O)c2cccc(NC(=O)C(C)C)c2)s1	-2	5	4	0	0.5	7	5	0	1
CN(C)c1cccc(NC(=O)c2ccco2)c1	8	7	12	2	-1.4	1	27	2	3
O=C(c1cccc(S(=O)(=O)N2CCc3ccccc32)c1)N1CCN(CCO)CC1	6	2	.	.	.	-3	3	.	.
Cc1cccc(CSc2nc3ccccc3c(=O)n2C)c1	0	4	3	7	.	1	-1	-6	.
NC(=O)c1nsc(C(=O)N(c2cccc(F)c2)C(C(=O)NC2CCCC2)c2ccco2)c1N (stereo unspecified)	-6	1	-3	-12	3.7	21	0	-4	1
O=C(CSc1nc(O)c(Cc2ccccc2)c(=O)[nH]1)Nc1ccccc1	4	3	0	1	-3.7	0	1	-3	-1
Cc1cccc(N2CCN(C(=O)c3ccc(N4CCCC4=O)cc3)CC2C)c1 (stereo unspecified)	-1	5	4	-5	-1.5	2	1	-7	1
COc1ccc(NC(=S)NNc2ccc(C(=O)O)cc2)cc1	5	1	2	-5	0.5	1	4	-9	-1
CCCN1C(=O)CN(C2CCCCCC2)C(=O)C1c1ccc(C)cc1 (stereo unspecified)	-2	-1	3	2	-0.9	0	1	-2	1
C=CCOc1ccc2ccccc2c1CNn1c(C)n[nH]c1=S	-8	11	0	-16	1.0	-2	29	0	8
O=C(NC(=S)NCC1CCCO1)c1ccco1 (stereo unspecified)	0	-3	4	4	2.4	3	-1	-2	-5
COC(=O)C(=CC(=CN(C)C)C=C(C(=O)OC)C(=O)OC)C(=O)OC	-4	-5	4	9	-7.3	4	-2	0	1
O=C(CNC(=O)c1ccccc1F)NCCc1ccc(Cl)cc1Cl	2	-2	4	6	-1.1	-1	-1	3	-1
CCN(c1ccccc1)S(=O)(=O)c1ccc(NC(=S)NC(=O)c2ccc(Br)o2)cc1	1	-7	1	10	-5.2	-4	2	-3	-18
CC(NC(=O)CSc1n[nH]c(=O)[nH]c1=O)C1CC2CCC1C2 (stereo unspecified)	-4	27*	5	-7	3.3	0	1	-4	-4
Cc1cc2c(c(SCC(=O)NCc3ccc(Cl)cc3)n1)C(=O)OC2	5	8	2	0	-0.2	-3	10	10	3
COC(=O)C1=C(C(=O)OC)SC(=C2C(=S)C(C)(C)N(C(=O)C(C)C)c3ccccc32)S1	7	2	2	1	2.0	7	0	-1	2
CC1(C)CNC(=O)c2sc(N3CCOCC3)nc2C1	3	0	0	1	-2.8	3	-1	0	1
O=C(O)c1ccccc1Nc1ccnc(Cl)n1	6	0	8	5	.	2	7	-5	-2
Cc1ccnc(SCCn2c(N(C)Cc3ccccc3)nc3c2c(=O)n(C)c(=O)n3C)n1	3	2	8	6	-0.5	6	-1	-2	2
COC(=O)c1ccccc1NC(=S)NC(=O)c1ccccc1C	3	0	6	15	-0.6	2	-1	6	-4
COc1cc2c(cc1OC)-c1cc(Nc3cccc(C)c3)nc(=O)n1CC2	-2	2	13	7	-0.7	3	0	-18	9
COc1ccccc1CNC(=O)Cn1cnc2ccccc2c1=O	1	2	-1	1	-1.7	1	17	-1	-4
CC(=O)c1ccc([N+](=O)[O-])c(CS(=O)(=O)c2ccc(Cl)cc2)c1	3	8	2	0	0.3	3	2	2	-3
COc1ccc(NC(=O)Cn2nnc(C(=O)Nc3ccc(F)c(Cl)c3)c2N)cc1	5	-3	-5	-9	4.2	-3	6	-21	-17
O=C(Nc1cc(S(=O)(=O)N2CCOCC2)ccc1N1CCOCC1)c1ccccc1Cl	0	5	.	.	.	2	-1	.	.
COc1ccc(-c2nc(-c3ccncc3)no2)cc1OC	-4	1	0	0	-3.2	10	3	4	2
O=C(COC(=O)CCc1ccc(S(=O)(=O)N2CCOCC2)cc1)NCc1ccccc1Cl	2	4	1	1	0.5	10	2	3	0
CCOC(=O)C1(C)Oc2cccnc2NC1=O (stereo unspecified)	1	-6	6	0	0.8	3	-1	-1	5

Next section
SMILES	GLD-1 RNA inh	PAFAH1B2 FP inh	Bcl-xL primary	MCL1 BIM primary	MEX-5 binding	pPAFAH FP inh	AHR act	PME-1 inh	Fam108B counter
CCCCNC(=S)N1CCn2cccc2C1c1ccc(F)cc1 (stereo unspecified)	-1	-2	3	5	1.1	4	0	0	-2
Cc1ccc(NC2=CC(=O)CC(c3ccccc3)C2)cc1 (stereo unspecified)	5	4	-4	-2	-1.3	17	7	0	1
COCCNC(=O)C1CCN(C(=O)C2CC(=O)N(c3ccc(C)cc3)C2)CC1 (stereo unspecified)	1	3	5	3	1.2	3	5	-3	3
O=C(NCCCn1ccnc1)/C(=C/c1ccco1)NC(=O)c1ccco1	1	5	6	11	-2.5	1	0	2	0
CC(c1ccccc1)n1cc(C(=O)NCC2COc3ccccc3O2)nn1 (stereo unspecified)	-3	6	6	4	.	5	2	1	-2
NNC(=O)CNc1ccccc1Cl	4	3	-6	2	0.1	2	8	9	4
CC(C)(C)C1CCC(=NNc2nc3ccccc3[nH]2)CC1 (stereo unspecified)	6	10	10	10	1.3	9	20	-4	0
CCOc1ccc(CN2CCNC(=O)C2CC(=O)OC)cc1 (stereo unspecified)	-1	2	-2	-4	-1.0	-1	-3	0	-4
CC1CCCCN1C(=O)CCC(=O)Nc1nnc(C2CCCCC2)s1 (stereo unspecified)	-5	9	4	-1	0.6	1	3	2	0
CCN(C[C@H]1N[C@@](Cc2ccccc2)(C(=O)OC)[C@H]2C(=O)N(C)C(=O)[C@@H]12)C(=O)c1ccccc1	0	3	.	.	.	5	-1	.	.
COc1ccccc1N=C1SC(C)CN1C(=O)C1CCC1 (stereo unspecified)	1	.	3	-2	1.6	-1	0	-6	9
Cc1cc(N2CCCCC2)ccc1[N+](=O)[O-]	2	1	0	4	-0.5	-1	-1	4	4
CC(NC(=O)c1cnc2n(c1=O)CCS2)c1ccccc1 (stereo unspecified)	5	4	8	5	-0.2	4	-2	1	0
O=C(Nc1ccc(F)cc1F)c1cc(-c2ccco2)on1	-21	-4	-2	-2	-1.0	3	-8	-5	-1
COCC(C)n1c(SCC(=O)NNC(=O)c2ccccc2)nc2ccccc2c1=O (stereo unspecified)	6	3	3	4	-1.1	2	-2	-2	1
Cc1cc(C(F)(F)F)nc(SCCN2CCCCC2)c1C#N	-4	1	5	11	1.1	2	-1	-2	-2
CC(=O)c1cccc(S(=O)(=O)N2CCC(C(=O)O)(c3ccccc3)CC2)c1	0	3	4	4	-1.1	3	0	2	-3
COc1cc(/C=N/NC(=O)COc2c(C)cc([N+](=O)[O-])cc2C)ccc1OC(=O)c1ccccc1	7	-9	3	-6	-0.1	0	6	-14	-15
O=C(NCCN1CCOCC1)Nc1cccc(Cl)c1	7	0	7	4	0.5	5	1	-5	1
